From PubChem BioAssay
12-LOX inh: blocks human arachidonate 12S-lipoxygenase. actives 1.1% (n = 580,000). purified 12hLO, xylenol orange hydroperoxide absorbance. Potency, µM (highest dose often 108 µM), without a hit: top-dose activity change, negative = inhibition, usual class: inhibitors. AID 1671190. P18054; note: potency is the fitted concentration of half-maximal effect; % is set by controls: 0 for no effect and ±100 for the full control effect
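Purified human 12hLO at 150 nM in 25 mM Hepes, 0.01% Triton X-100, pH 7.0, preincubated 15 min at room temperature with compound. Reaction started with 40 uM arachidonic acid, 30 min at room temperature. Hydroperoxide measured by Fe-xylenol orange, 573/405 nm absorbance ratio.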
POLB inh: inhibitors of human DNA polymerase beta; actives 1.3% (n = 340,000); P06746; Pol beta primer extension/strand displacement, fluorescence kinetic; Potency, µM (series often up to 114 µM), without a hit: at the top dose activity change, negative = inhibition, usual class: inhibitors; note: potency is the fitted concentration of half-maximal effect; % is set by controls: 0 for no effect and ±100 for the full control effect
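Reaction started by 50 nM substrate onto compound-treated Pol beta (10 nM, 15 min preincubation, room temperature); plates read at 0 min and 10 min. Normalized concentration-effect data fitted by four-parameter Hill equation.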
BLM inh: Bloom syndrome helicase (human) inhibition. P54132. recombinant BLM DNA unwinding, fluorescence dequenching. Potency, µM (top dose mostly 56.1 µM), for the others: at the highest dose activity change, negative = inhibition, most hits filed as inhibitors. actives 0.2% (n = 350,000). AID 2528;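 note: potency is the fitted concentration of half-maximal effect; plate controls were vehicle for no effect and no enzyme for full effect; nearly all actives have a fitted effect of over 35% in size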
TRHR agonist: agonists of human TRH receptor; P34981; TRHR cells, calcium flux fluo-8, FDSS agonist mode; activation, % at 2 µM; actives 0.18% (n = 360,000); AID 493084; in the data active = activation above about 30%; note: 0% is about no effect
Target sequence (P34981 whole entry, looked up): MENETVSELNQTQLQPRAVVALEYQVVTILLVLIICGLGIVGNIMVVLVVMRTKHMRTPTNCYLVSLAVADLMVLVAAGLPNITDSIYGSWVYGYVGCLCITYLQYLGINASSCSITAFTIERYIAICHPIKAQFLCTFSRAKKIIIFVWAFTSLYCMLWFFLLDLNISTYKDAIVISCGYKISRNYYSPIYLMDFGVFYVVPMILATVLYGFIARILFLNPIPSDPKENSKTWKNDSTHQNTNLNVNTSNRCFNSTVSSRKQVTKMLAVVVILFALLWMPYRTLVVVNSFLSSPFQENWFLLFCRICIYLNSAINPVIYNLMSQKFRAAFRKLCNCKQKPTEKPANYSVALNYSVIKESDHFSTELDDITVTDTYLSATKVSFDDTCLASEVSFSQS
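Fluo-8-loaded TRHR cells; 10 s baseline, compound added, kinetic Ca2+ fluorescence read 1/s, agonist mode.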
ERG-DNA inh: inhibitors of human ERG Ets domain-DNA interaction | fluorescence polarization, His-ERG Ets domain / labelled DNA | Potency, µM (highest dose often 76.9 µM), inactives show at the top dose FP activity, negative = inhibition, usual class: inhibitors | actives 0.028% (n = 370,000); active = well fitted inhibition curve with a large enough effect in the polarisation, with a control signal flat; inconclusive = small, poorly fitted or top-dose-only effect, or effect the other way, or a change in a side signal; inactive = no such curve, though single readings can be large or run the other way; the % refers to the polarisation;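 note: polarization taken with two DNA probes labelled with fluorescein and Texas red; potency is the fitted concentration of half-maximal effect; % of control where 0% means no effect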
Target sequence (P11308 whole entry, looked up, the tested form may be a part): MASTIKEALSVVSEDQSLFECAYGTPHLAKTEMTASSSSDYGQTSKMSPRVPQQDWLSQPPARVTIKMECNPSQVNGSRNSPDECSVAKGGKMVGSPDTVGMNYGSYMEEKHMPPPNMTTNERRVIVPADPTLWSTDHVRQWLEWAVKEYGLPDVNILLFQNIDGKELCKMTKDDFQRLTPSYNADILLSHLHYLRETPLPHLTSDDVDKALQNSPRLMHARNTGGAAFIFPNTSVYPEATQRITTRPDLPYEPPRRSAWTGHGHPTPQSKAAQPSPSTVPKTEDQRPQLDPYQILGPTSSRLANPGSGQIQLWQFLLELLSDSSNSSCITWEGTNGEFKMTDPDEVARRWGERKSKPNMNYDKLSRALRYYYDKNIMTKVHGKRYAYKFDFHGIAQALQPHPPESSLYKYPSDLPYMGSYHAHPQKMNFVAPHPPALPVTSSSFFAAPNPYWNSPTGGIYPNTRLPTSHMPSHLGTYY
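His-tagged ERG Ets domain (1 uM in the protein solution; 300mM KCl, 50mM Tris-HCl, 1mM EDTA, 1mM DTT, pH 7.5) received compound, then a probe mix of 5 nM fluorescein-DNA and 100nM Texas-615-DNA. Fluorescence polarization was read for both dyes.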
Anesthetic bind: binds horse apoferritin like a general anesthetic | P02791 | apoferritin/1-aminoanthracene competitive binding, fluorescence | Potency, µM (titrated, usually from 77.5 µM), for the others: at the top dose activity change, negative = displacement, actives largely listed as inhibitors | actives 0.074% (n = 350,000) | AID 485281; note: potency is the fitted concentration of half-maximal effect; % is set by controls: 0 for no effect and ±100 for the full control effect; nearly all actives have a fitted effect of over 20% in size
Target sequence (P02791 2-175 limits assumed): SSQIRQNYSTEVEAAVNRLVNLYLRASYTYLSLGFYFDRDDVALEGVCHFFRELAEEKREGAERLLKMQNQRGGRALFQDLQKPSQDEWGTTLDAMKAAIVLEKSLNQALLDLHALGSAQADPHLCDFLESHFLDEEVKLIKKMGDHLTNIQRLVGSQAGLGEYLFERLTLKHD
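Horse-spleen apoferritin (10 uM) in 50% saturated 1-aminoanthracene in PBS was incubated 10 min at room temperature with compound. Fluorescence (ex 380, em 535 nm) was normalized to free and bound 1-AMA, with concentration-response fitted by a four-parameter Hill equation.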
Pol iota inh: blocks human DNA polymerase iota activity | actives 1% (n = 390,000) | Potency, µM (top dose mostly 115 µM), for the others: at the top dose activity, negative = inhibition, most hits filed as inhibitors | Q9UNA4 | Pol iota fluorescent replication assay, 10 min | AID 588590; note: potency is the fitted concentration of half-maximal effect
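Fluorescent replication assay read twice, at 0 min and 10 min after adding 50 nM (final) substrate. Enzyme (10 nM) and compounds were first incubated 15 min at room temperature; enzyme-free buffer wells were negative controls.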
Pol kappa inh: DNA polymerase kappa (human) inhibition; Q9UBT6; AID 588579; purified Pol kappa, fluorescent DNA synthesis assay, 10 min; actives 0.53% (n = 400,000); Potency, µM (doses to about 107 µM), without a hit: at the top dose activity, negative = inhibition, most hits filed as inhibitors; note: potency is the fitted concentration of half-maximal effect; % is set by controls: 0 for no effect and ±100 for the full control effect
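Here, compound and 10 nM enzyme are combined for 15 min at room temperature; adding 50 nM substrate (final) starts DNA synthesis, tracked by fluorescence at 0 and 10 min against buffer-only wells.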
APE1 inh: inhibitors of human APE1 endonuclease. AID 2517. Potency, µM (titrated, usually from 65.8 µM), inactives show top-dose activity change, negative = inhibition, most hits filed as inhibitors. recombinant APE1, TAMRA/BHQ-2 abasic DNA cleavage fluorescence. actives 0.35% (n = 350,000). P27695;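 note: potency is the fitted concentration of half-maximal effect; plate controls were vehicle for no effect and reference inhibitor for full effect; nearly all actives have a fitted effect of over 55% in size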
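Activity was derived from the fluorescence gain between first and third kinetic reads (60 s intervals, ex 525/em 598 nm) after 50 nM THF-abasic TAMRA/BHQ-2 duplex was added to 0.75 nM APE1 preincubated 15 min with compound.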
Starred values were filed as active, the others as inactive; ? = inconclusive; · = not tested or not shown; [ ] = dose if it differs, or a comment. Unless noted, calls come from the whole dose curve; as a rule, active = well fitted curve in the direction sought with a large enough effect; inconclusive = small, poorly fitted or top-dose-only effect, or another doubt; inactive = no such curve, though single readings can be large; an effect the other way counts as inactive or inconclusive. A portion of the library; count on the stated rates, not on these rows.

SMILES	12-LOX inh	POLB inh	BLM inh	TRHR agonist	ERG-DNA inh	Anesthetic bind	Pol iota inh	Pol kappa inh	APE1 inh
COc1cc2c(cc1OC)/C(=C/C(=O)c1ccc(NC(C)=O)cc1)NCC2	0.0%	5.7%	-11.9%	0.2	1.3%	-0.9%	285.0%[activator]	-9.1%	10.7%
O=C(Nc1nccs1)c1ccc(N2C(=O)C3CCCCC3C2=O)cc1 (stereo not drawn)	?	6.2%	0.7%	1.1	6.8%	-18.5%	10.1%	-17.2%	4.3%
O=c1c2ccccc2sc2nc(C3CCCCC3)n(Cc3ccco3)c(=O)c12	?	22.4µM*	2.7%	-4.0	4.9%	-3.0%	?	-8.1%	2.2%
CC(C)(C)c1cc(CN(CCO)CCO)cc(C(C)(C)C)c1O	15.8µM*	-22.3%	-7.8%	0.3	-0.7%	-13.5%	5.9%	-9.4%	5.0%
CCN(C(=O)Cn1nc(Cc2ccncc2)c2ccccc2c1=O)c1cccc(Cl)c1	2.7%	20.5%	-1.6%	-0.9	-0.1%	-9.2%	21.6%	1.4%	·
Cc1oc(-c2ccc(Cl)cc2)nc1CS(=O)CC(=O)N1CCN(c2cccc(C(F)(F)F)c2)CC1 (stereo not drawn)	-29.6%	-3.3%	-4.2%	-0.8	-2.6%	-5.9%	-13.0%	-8.5%[60.1 µM]	·
CCc1ccc(Nc2ccc(C(=O)O)cc2[N+](=O)[O-])cc1	0.0%	43.2%	-3.6%	0.5	-12.7%	-1.1%	120.9%[activator]	-13.3%	11.4%
O=C(c1cc2c(s1)CCCC2)N1CCN(C(=O)C2CCCO2)CC1 (stereo not drawn)	-7.2%	0.8%	-4.0%	-1.0	-2.8%	-16.1%	?	-5.6%	0.2%
COc1cccc(NS(=O)(=O)c2csc(C(N)=O)c2)c1	-12.1%	0.5%	0.2%	0.5	-4.9%	-12.9%	2.7%	-15.5%	42.6%
O=c1c(-c2n[nH]c(=S)n2-c2ccccc2)cccn1Cc1cccc(Cl)c1	-5.9%	-0.5%	2.4%	0.1	6.7%	-5.5%	145.5%[activator]	-23.7%	-2.3%
CC[C@@H]1C=C(C(=O)O)[C@H](c2ccc(Br)cc2)N1S(=O)(=O)c1ccc(C)cc1	?	·	·	·	9.1%	·	4.9%	-2.0%	28.1%
C#Cc1ccc([C@@H]2C=C(C(=O)N3CCN(Cc4ccccc4)CC3)O[C@H](OCCCCO)C2)cc1	·	-24.4%	-2.4%	-0.1	·	-16.9%	·	·	-3.1%
CCc1ccccc1NC(=O)CN1C(=O)c2ccccc2Sc2ncccc21	-22.1%	-3.0%	-6.3%	-2.1	3.8%	1.7%	2.1%	-10.5%	·
O=S(=O)(NCCc1cn2ccccc2n1)c1ccc(-c2ccccc2)cc1	10.5%	13.3%	-5.1%	-1.3	-0.1%	-22.8%	-2.9%	-4.1%	57.5%[activator]
Cc1cccc(NC(=O)c2ccc(COc3ccccc3[N+](=O)[O-])o2)n1	-44.6%	-0.5%	-8.3%	-0.5	-1.5%	7.5%	-1.0%	-3.5%	14.3%
COc1ccccc1CNC(=O)COC(=O)c1ccccn1	5.5%	·	·	0.4	3.9%	·	42.1%[activator]	4.8%	-9.0%
O=C(CNC(=O)c1ccc(Br)cc1)NCCc1nc2ccccc2[nH]1	-9.9%	6.3%	-2.6%	-0.4	-10.1%	-9.8%	40.2%[activator]	-7.5%	-6.2%
COc1ccccc1N(C(=O)CN1C(=O)c2ccccc2S1(=O)=O)C(C(=O)NCC1CCCO1)c1ccc(F)cc1 (stereo not drawn)	?	41.2%	3.2%	-0.4	4.6%	-4.2%	6.9%	-3.9%	14.0%
Cc1ccc(Cl)cc1NC(=O)Nc1cccc(OCc2cc(=O)n3ccccc3n2)c1	-5.6%	11.8%	-8.3%	0.7	-0.7%	16.2%	-21.0%	-6.1%[60.1 µM]	·
O=C1CC(c2cccs2)Cc2nc(NC(=O)C3CC3)ncc21 (stereo not drawn)	341.4%[activator]	1.6%	3.6%	-0.2	0.8%	3.3%	108.3%[activator]	-8.3%	-1.7%

Entries listed so far that have bromine, in the order listed:
SMILES	12-LOX inh	POLB inh	BLM inh	TRHR agonist	ERG-DNA inh	Anesthetic bind	Pol iota inh	Pol kappa inh	APE1 inh
CC[C@@H]1C=C(C(=O)O)[C@H](c2ccc(Br)cc2)N1S(=O)(=O)c1ccc(C)cc1	?	·	·	·	9.1%	·	4.9%	-2.0%	28.1%
O=C(CNC(=O)c1ccc(Br)cc1)NCCc1nc2ccccc2[nH]1	-9.9%	6.3%	-2.6%	-0.4	-10.1%	-9.8%	40.2%[activator]	-7.5%	-6.2%

Back to the main list with the two entries that preceded the break.
SMILES	12-LOX inh	POLB inh	BLM inh	TRHR agonist	ERG-DNA inh	Anesthetic bind	Pol iota inh	Pol kappa inh	APE1 inh
Cc1ccc(Cl)cc1NC(=O)Nc1cccc(OCc2cc(=O)n3ccccc3n2)c1	-5.6%	11.8%	-8.3%	0.7	-0.7%	16.2%	-21.0%	-6.1%[60.1 µM]	·
O=C1CC(c2cccs2)Cc2nc(NC(=O)C3CC3)ncc21 (stereo not drawn)	341.4%[activator]	1.6%	3.6%	-0.2	0.8%	3.3%	108.3%[activator]	-8.3%	-1.7%
COc1ccc(OC)c(Nc2cc(C)nc3ccccc23)c1	1.2%	14.4%	-6.3%	-0.2	2.3%	-17.5%	11.7%	3.6%	-5.1%
COc1ccccc1NC(=O)c1ccc(NC(=O)CSc2nc(N)cc(=O)[nH]2)cc1	316.6%[activator]	·	·	0.2	-10.5%	·	-14.4%	-6.8%	6.8%
Cc1cc(C)nc(-n2nc(C)c3c2N(C)C(=O)CC3c2ccc(Cl)cc2)n1 (stereo not drawn)	-17.1%	12.4%	-1.3%	0.5	-3.6%	-5.3%	2.4%	-9.1%	·
Cc1ccc2nsnc2c1N	-0.5%	31.3%	-6.5%	-1.8	-5.1%	-17.3%	226.6%[activator]	-3.9%	19.0%
C[N+]1(CC(=O)Nc2ccccc2Cl)CCN(C(=O)c2cccs2)CC1	-12.5%	22.2%	-4.5%	0.4	-5.1%	-5.7%	1.7%	-4.9%	9.8%
Cc1nn(-c2ccccc2)c(Cl)c1/C=N/Nc1nc2ccccc2[nH]1	-0.2%	11.4%[57.1 µM]	2.3%	0.0	1.3%	-9.1%	23.4%	-3.5%	-2.1%
O=C(CCNS(=O)(=O)c1ccccc1)N1CCC(Cc2ccccc2)CC1	0.0%	15.5%	-3.7%	-0.8	4.3%	-15.7%	6.9%	-4.0%	-17.4%
Cc1cccc(NC(=O)c2cnc3sc(N4CCCC4)nn3c2=O)c1C	4.6%	1.1%	-0.1%	0.0	0.3%	-10.6%	2.2%	1.8%	·
CCn1cc(CN2CCC(n3nccc3NC(=O)c3ccccc3C)CC2)cn1	0.0%	21.7%	-0.9%	-0.4	-14.7%	-9.4%	-1.7%	-10.3%	4.7%
CCOC(=O)N1CCN(Cc2nc3c(c(=O)[nH]c(=O)n3C)n2Cc2ccccc2C)CC1	-17.0%	13.9%	3.7%	-0.7	1.8%	-8.6%	38.0%[activator]	-2.7%	-2.0%
Cc1ccc(-n2ncc3c(N4CCC5(CC4)OCCO5)ncnc32)c(C)c1	?	7.4%	1.6%	0.1	-5.5%	-2.7%	-18.5%	-8.2%	2.9%
CNC(=O)c1nnsc1S(=O)(=O)c1ccc(Cl)cc1	?	0.7%	-0.4%	-0.8	7.6%	?	?	-10.9%	1.2%
CC1CN(C(C)C(=O)NC(c2ccccc2)c2ccccc2)CC(C)O1 (stereo not drawn)	17.5%	59.5%	-2.1%	-0.1	-7.9%	4.5%	21.4%	-6.4%	5.7%
Cc1c(Cl)cccc1-n1c(SCC(=O)NCc2ccccc2)nc2n[nH]c(C)c2c1=N	-12.1%	?	1.2%	-0.7	6.9%	-13.8%	14.3%	-14.3%[60.1 µM]	·
Cc1ccc(C(CNC(=O)c2ccco2)N2CCN(C)CC2)cc1 (stereo not drawn)	?	·	·	0.2	-3.9%	·	21.8%	-7.0%	4.0%
CCSC1=NCCN1S(=O)(=O)c1ccc(Cl)cc1	1.1%	-0.4%	-9.0%	-0.1	-1.2%	-5.8%	24.0%	4.5%	1.5%
O=C(NC(c1cccnc1)C(F)(F)F)c1cc(COc2ccc3c(c2)CCCC3)on1 (stereo not drawn)	0.7%	-2.4%	-17.0%	0.3	-2.7%	?	13.9%	-8.7%	-7.5%
CCN1CCN(C(=O)c2ccc(CNS(=O)(=O)c3cccc(OC)c3)cc2)CC1	0.0%	2.0%	0.1%	-0.2	-8.4%	-3.1%	24.7%	-2.8%	37.8%[activator]
Cc1cccc2cc(C#N)c(NCCNC(=S)NCCCN3CCOCC3)nc12	9.6%	-19.9%	0.5%	-0.3	·	4.9%	7.9%	-0.5%	0.6%
COc1cc(OC)nc(Oc2ccc(NC(C)=O)cc2)n1	-2.0%	84.6%	0.0%	0.0	-3.3%	-0.3%	73.6%[activator]	2.1%	-8.1%
CC(C)N1C(=O)NC2(c3ccccc3)N(C)C(=O)N(C)C12c1ccccc1 (stereo not drawn)	-2.4%	12.5%	2.8%	0.2	2.4%	4.1%	11.9%	-6.1%	-11.4%
Cc1ccc(Oc2c(C(F)(F)F)oc3c(CN4CCCCC4)c(O)ccc3c2=O)cc1	0.2%	0.3%	-5.1%	-0.5	-1.0%	35.5%[activator]	16.1%	-3.3%	·
CN(C)c1ccc(C2CC(c3cccc(NS(C)(=O)=O)c3)=NN2C(=O)c2ccccc2)cc1 (stereo not drawn)	28.2µM*	7.0%	-7.8%	0.2	1.4%	-7.9%	54.8%[activator]	-10.8%	19.0%
